Scp1 inh – blocks human Scp-1 phosphatase activity | Q9GZU7 | Recombinant Scp1, phosphopeptide, malachite green phosphate absorbance | inhibition, % at 20 µM | AID 493091 | 0.88% of 340,000 active;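 active means inhibition above about 50% at 20 µM, limit read from the data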;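 further: plate controls were DMSO wells with enzyme for no effect and wells lacking enzyme for full effect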
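Test system: SCP-1 catalytic domain; Buffer or medium: Acidic Tris acetate buffer with magnesium and detergent; Also added: Phosphorylated 17-residue peptide substrate; Compound: single 20 µM dose, 1% DMSO; Schedule: enzyme reaction 45 min at room temperature, colour 5 min, stabilisation 30 min; Signal: Phosphate-binding colour reagent, absorbance read at 630 nm.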
NadD inh – inhibitors of Staphylococcus aureus NadD. AID 602399. 0.78% of 360,000 active. inhibition, % at 20 µM. purified NadD enzyme, colorimetric absorbance read-out; in the data active means inhibition above about 26%; further: some compounds past the cut are filed as inactive
LMPTP block – blocks human LMPTP phosphatase | inhibition, % at 20 µM | recombinant LMPTP-A, OMFP fluorogenic substrate, fluorescence intensity | 0.22% of 360,000 active | P24666;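 active means compounds that cut the enzyme signal by at least half of the control window in the single-dose screen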;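 further: plate controls were DMSO wells with enzyme plus substrate for no effect and substrate without enzyme for full effect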
Target sequence (P24666 whole entry, looked up): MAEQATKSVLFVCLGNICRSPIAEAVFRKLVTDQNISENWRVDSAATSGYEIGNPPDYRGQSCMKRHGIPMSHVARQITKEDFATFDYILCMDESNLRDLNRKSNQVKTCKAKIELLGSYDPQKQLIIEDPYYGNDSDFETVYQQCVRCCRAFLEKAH
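Test system: LMPTP-A phosphatase enzyme. Amount: LMPTP-A at 0.625 nM final in the reaction. Reagent: OMFP substrate, 400 µM final. Times: 50 min at room temperature. Signal: endpoint fluorescence intensity from OMFP dephosphorylation. Read-out basis: % inhibition. Benchmarks: no-enzyme and uninhibited controls.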
SUMO1 PPI mod – SUMO1-SIM interaction modulation | P63165 | inhibition, % at 20 µM | SUMO1 binding to a labelled peptide, TR-FRET, 1 h | 0.33% of 360,000 active; in the data active means inhibition above about 37%
DNMT1 inh – inhibitors of human DNMT1; P26358; inhibition (reported as % activation of signal), % at 10 µM; DNMT1 molecular beacon, Hinp1I cleavage, fluorescence; 0.83% of 360,000 active; in the data active means inhibition above about 50%
SKN-1 inh – inhibitors of C. elegans SKN-1; C. elegans VP596 Pgst-4::GFP/RFP ratio, acrylamide-induced, 24 h; inhibition, % at 21.8 µM; 0.49% of 360,000 active; AID 624304;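 active means interference check ratio from 0.5 to 1.5 plus GFP to RFP signal ratio inhibition reaching or exceeding a fixed threshold, cut at about 30% in these data, passing the limit was not always enough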; further: some compounds called inactive have numbers as strong as hits
TbMetRS inhib – Trypanosoma brucei MetRS inhibition | purified T. brucei MetRS, ATP depletion, Kinase-Glo luminescence | inhibition, % at 11.9 µM | 0.4% of 360,000 active;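 active means inhibition above a per-plate cutoff of the control wells' mean inhibition plus 3 SD, cut at about 5.5% in these data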;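 further: 0% = DMSO wells median and 100% = median of wells with control inhibitor compound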
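System: purified T. brucei MetRS enzyme / Detection: Kinase-Glo luciferase luminescence reporting remaining unconsumed ATP / Medium: HEPES buffer with MgCl2, KCl, DTT, spermine, BSA, pyrophosphatase / Replication: singlicate, one well per compound / Evaluation: percent inhibition relative to median high and low control wells / Schedule: 2 h aminoacylation at 25 °C after 15 min preincubation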
STEP block – inhibitors of human striatal-enriched phosphatase STEP. P54829. recombinant STEP, OMFP fluorogenic substrate, fluorescence. inhibition, % at 20 µM. 0.25% of 360,000 active;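 active means inhibition at 20 µM, scaled per plate between control wells, above about 37%, limit read from the data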;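 further: 0% = DMSO with enzyme and substrate and 100% = substrate only without enzyme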
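Material: STEP (striatal-enriched tyrosine phosphatase) enzyme, cell-free | Medium: 50 mM Bis-Tris pH 6.0 with 2.5 mM DTT and 0.005% Tween 20 | Read-out: Percent inhibition scaled to no-enzyme and uninhibited-enzyme controls, plate-pattern corrected | Signal: Fluorescence read at 480 nm ex / 540 nm em | Times: 20 min reaction, room temperature, in the dark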
Neddylation inh – inhibitors of human cullin neddylation; AID 651699; P61081+Q13564; TR-FRET cullin neddylation, biochemical; 0.58% of 360,000 active; calls only at 25 µM; in the data active means inhibition above about 36%
CendR NRP1 mod – alters CendR peptide binding to human NRP-1. FAM-RPARPAR peptide binding to NRP-1, fluorescence polarization. inhibition, % at 25 µM. 0.85% of 360,000 active. AID 602438;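 active means inhibition or corrected inhibition above about 18%, plus a signal ratio from 0.5 to 1.5, limit read from the data, passing the limit was not always enough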; further: strong numbers were not always called active
Target sequence (O14786 whole entry, looked up): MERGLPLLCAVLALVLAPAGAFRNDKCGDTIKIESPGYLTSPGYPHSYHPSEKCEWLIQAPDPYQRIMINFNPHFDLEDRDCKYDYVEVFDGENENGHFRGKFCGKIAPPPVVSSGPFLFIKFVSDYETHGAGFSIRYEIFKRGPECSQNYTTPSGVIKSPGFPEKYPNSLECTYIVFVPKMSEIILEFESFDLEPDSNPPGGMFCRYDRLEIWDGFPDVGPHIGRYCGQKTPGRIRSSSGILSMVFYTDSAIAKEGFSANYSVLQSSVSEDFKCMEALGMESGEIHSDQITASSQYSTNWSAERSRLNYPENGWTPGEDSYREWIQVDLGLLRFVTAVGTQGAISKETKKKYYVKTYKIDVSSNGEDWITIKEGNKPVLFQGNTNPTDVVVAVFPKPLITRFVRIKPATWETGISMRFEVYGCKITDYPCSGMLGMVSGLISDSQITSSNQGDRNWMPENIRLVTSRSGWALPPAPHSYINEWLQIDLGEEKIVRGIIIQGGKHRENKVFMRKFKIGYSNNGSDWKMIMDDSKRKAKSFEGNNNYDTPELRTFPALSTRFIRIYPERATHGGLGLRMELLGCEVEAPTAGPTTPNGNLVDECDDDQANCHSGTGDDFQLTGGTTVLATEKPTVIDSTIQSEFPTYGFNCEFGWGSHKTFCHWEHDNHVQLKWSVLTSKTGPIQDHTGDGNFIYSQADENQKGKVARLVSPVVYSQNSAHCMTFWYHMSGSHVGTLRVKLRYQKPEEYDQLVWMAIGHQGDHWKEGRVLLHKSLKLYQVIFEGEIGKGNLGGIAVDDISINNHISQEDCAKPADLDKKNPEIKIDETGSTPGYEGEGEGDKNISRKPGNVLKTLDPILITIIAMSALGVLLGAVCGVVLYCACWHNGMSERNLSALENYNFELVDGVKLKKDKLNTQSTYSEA
* marks the source's active call; other numbers are inactive results; i = inactive; nt = no result given; + = active, no number.

nr	SMILES	Scp1 inh	STEP block	NadD inh	LMPTP block	SKN-1 inh	CendR NRP1 mod	Neddylation inh	SUMO1 PPI mod	TbMetRS inhib	DNMT1 inh
1	COc1ccc(N2C(=O)CC(Sc3nc(C)cc(C)n3)C2=O)cc1OC (centres undefined)	-8	0	-2	0.9	2	-8	i	3	-0.8	-1
2	CCOC(=O)c1n[nH]n(-c2cc(Cl)cc(Cl)c2)c1=O	10	2	-6	2.6	27	8	i	-2	-0.8	5
3	COc1ccc(C(=O)OCC[N+]2(C)CCOCC2)cc1	57*	0	18	0.4	15	-5	i	-1	-1.2	0
4	Cc1cccc(C)c1NC(=O)C1(N2C(=O)CC2c2ccccc2)CCCCC1 (centres undefined)	-7	-4	7	-1.7	-1	-1	i	-2	-0.1	2
5	O=C(CNC(=O)c1ccccc1F)N/N=C/c1cccnc1	3	-1	-2	-1.1	5	3	i	-6	-0.3	6
6	O=C(COC(=O)CCc1nc2ccccc2s1)Nc1ncc(Cl)cc1Cl	-3	1	5	-2.8	-6	-3	i	9	0.9	1
7	COc1cc2nc(/C=C/c3cc(OC)c(OC)c(OC)c3)sc2cc1SC	13	-1	4	3.3	3	-39	nt	-7	-0.1	-14
8	CCCCCCCc1c(O)nc(SCCN(C)C)[nH]c1=O	-7	2	-4	-4.3	-5	0	i	6	-0.1	2
9	COc1cccc(OCCn2cc(C(C)=O)c3ccccc32)c1	-12	-4	-8	1.6	4	-6	i	0	-1.8	1
10	O=C1C=C(NCc2ccc(Cl)c(Cl)c2)CC1	-8	-1	5	0.8	-2	6	i	0	0.5	-1
11	O=C(Nc1nnc([C@@H]2C[C@H](O)[C@@H](CO)O2)s1)Nc1ccccc1C(F)(F)F	nt	3	-10	-0.3	8	0	i	1	0.5	-2
12	CSCCC(=O)N(C)CC1CCN(CCc2cccc(C(F)(F)F)c2)CC1	-6	-2	7	1.0	-5	4	i	1	-0.4	1
13	CC(=O)C1=C(O)C(=O)N(c2ccc(Br)cn2)C1c1ccccc1F (centres undefined)	0	5	1	-1.2	-9	-19	i	-7	-0.2	4
14	CN(CCC#N)C(=O)COC(=O)c1cc(Cl)cc(Cl)c1N	1	0	3	-0.7	4	7	nt	5	-0.3	-4
15	Cc1cc(=O)oc2cc(NC(=O)c3ccccc3Cl)ccc12	4	0	-7	-1.2	23	7	nt	-2	0.8	-6
16	COc1cccc(OCC(=O)NNC(=O)c2cnccn2)c1	16	5	-4	-0.7	9	6	i	1	-0.2	7
17	O=C(CN(CC(=O)N1CCOCC1)S(=O)(=O)c1ccc(Br)s1)N1CCOCC1	1	-9	-1	-0.9	-16	4	i	0	-2.3	2
18	COc1ccc(-c2nc3ccc(Cl)cn3c2Cc2ccccc2C(F)(F)F)cc1OC	nt	-2	1	3.4	17	-13	i	7	-1.3	-43
19	COc1ccc(C)cc1NC(=O)c1c([N+](=O)[O-])cnn1C	-4	2	1	-0.1	26	-5	i	-2	-0.8	0
20	COc1ccc(CNC(=O)Cn2nc(C(F)(F)F)cc2C)cc1	-4	2	-2	-1.3	4	0	i	1	3.0	-2
21	CN(C(=O)COC(=O)c1nc(Cl)ccc1Cl)c1ccccc1	-1	-2	-4	-0.1	-1	-6	i	-4	-0.2	0
22	CCOc1cccc(NC(=O)Cc2cccs2)c1	11	0	3	-3.0	14	17	i	-3	0.1	-2
23	O=C(COC(=O)/C=C/c1cccc(C(F)(F)F)c1)Nc1ccc(Cl)cn1	-10	1	-1	0.1	11	13	i	-3	-0.1	34
24	Cc1cc2c3c(c1C)C1(C(=O)N3C(C)(C)CC2C)C(C#N)=C(N)Oc2cc(O)ccc21 (centres undefined)	-3	-4	-3	1.7	8	12	i	-2	0.2	-7
25	Cc1ccc(-c2csc(N(Cc3ccccc3)C(=O)COc3ccccc3)n2)cc1	35	1	-2	0.2	-28	2	i	1	-0.2	19
26	CC1CCCN(S(=O)(=O)c2cnc[nH]2)C1 (centres undefined)	0	-3	0	0.1	8	10	i	-3	0.1	1
27	O=C(CCCNS(=O)(=O)c1ccc(Br)cc1)N1CC[C@@]2(O)CCCC[C@H]2C1	5	2	1	2.0	-12	3	i	-3	-1.4	3
28	CCS(=O)(=O)c1nc(NC(C)=O)n[nH]1	-7	2	2	-1.0	0	1	i	1	0.9	3
29	CC(C)(C)C1C/C(=C/c2ccco2)C(=O)/C(=C/c2ccco2)C1 (centres undefined)	45	29	42*	8.8	-1	-7	i	7	-0.4	96*
30	O=[N+]([O-])c1cccc(-c2nc(-c3ccccn3)no2)c1	5	-2	-5	0.2	11	-2	i	-32	-0.8	6
31	C/C(Nc1ccc(F)cc1)=C(/C#N)C(N)=O	-2	2	2	-2.0	-8	-4	i	1	-0.2	0
32	c1ccc(Cn2nnnc2C(c2ccccn2)N2CCN(c3ccccc3)CC2)cc1 (centres undefined)	4	0	-2	-1.8	-1	-1	i	0	-0.5	-3
33	CC(C)(C)OC(=O)N1CCCC(C(=O)Nc2cccc(C(=O)NCc3ccccc3)c2)C1 (centres undefined)	0	-3	7	-0.7	-3	-1	i	0	0.7	-1
34	Cc1cc(N2CCCC2)ccc1NC(=O)COc1cccc(C(F)(F)F)c1	-5	-2	5	-0.2	-5	1	i	1	-0.2	8
35	C=CCNCc1cc(=O)n2c(-c3ccccc3)csc2n1	-7	-2	7	0.7	2	-4	i	3	-0.8	1
36	O=C(OC1CC2CC1[C@H]1CCCCN1C2=O)N1CCC(c2ccccc2)CC1 (some centres undefined)	nt	nt	-2	-1.0	10	-1	i	1	-1.0	nt
37	CC(=O)Nc1ccc(CN(C)c2c(C)nc3ccc(C(=O)Nc4ccc(Cl)c(Cl)c4)cn23)cc1	nt	-1	8	-0.8	1	-4	i	3	0.0	-9
38	N#C/C(=C(/O)Cc1cccc2ccccc12)c1nc2ccccc2s1	-8	0	8	-1.2	-31	-3	i	-1	-1.0	-12
39	Cc1ccc2c(c1)N(C(=O)CCC(=O)N1CCN(c3ccccn3)CC1)CC(C)O2 (centres undefined)	-7	1	-5	-1.1	6	14	i	5	-0.6	-1
40	CN(CC(=O)Nc1cccc(F)c1)C(=O)c1cc(-c2cccs2)nn1-c1ccccc1	7	0	-5	4.2	-8	6	i	2	-0.6	-3

Structures above with an aryl thioether with sulfur outside any ring, in the order listed:
nr	SMILES	Scp1 inh	STEP block	NadD inh	LMPTP block	SKN-1 inh	CendR NRP1 mod	Neddylation inh	SUMO1 PPI mod	TbMetRS inhib	DNMT1 inh
1	COc1ccc(N2C(=O)CC(Sc3nc(C)cc(C)n3)C2=O)cc1OC (centres undefined)	-8	0	-2	0.9	2	-8	i	3	-0.8	-1
7	COc1cc2nc(/C=C/c3cc(OC)c(OC)c(OC)c3)sc2cc1SC	13	-1	4	3.3	3	-39	nt	-7	-0.1	-14
8	CCCCCCCc1c(O)nc(SCCN(C)C)[nH]c1=O	-7	2	-4	-4.3	-5	0	i	6	-0.1	2

(list continues)
nr	SMILES	Scp1 inh	STEP block	NadD inh	LMPTP block	SKN-1 inh	CendR NRP1 mod	Neddylation inh	SUMO1 PPI mod	TbMetRS inhib	DNMT1 inh
41	C/C(=N\OCC(=O)O)c1ccc(Cl)cc1	-8	-1	-1	-1.0	-13	6	i	4	0.1	0
42	CCCN(CCC)C(=O)C1CC(=O)OC12CCOC(C)(C)C2 (centres undefined)	-2	-1	1	-2.4	11	-6	i	-2	-0.5	1
43	Cc1[nH]c2ccc(C(=O)OCC(=O)Nc3cccc(S(N)(=O)=O)c3)cc2c1C	-5	1	-4	1.4	2	-4	+	60*	-0.3	-19
44	Cc1cc(C)n(-c2nc3c(c(=O)[nH]c(=O)n3C)n2Cc2ccc(F)cc2)n1	-7	-1	3	-0.9	15	6	i	-2	-1.0	6
45	O=C(Oc1ccc(-c2cnc3ccccc3n2)cc1)c1ccco1	-9	4	0	0.1	13	4	i	3	-0.3	-4
46	COCCCNC(=S)N1CCN(c2nc(-c3cccc(OC)c3)cs2)CC1	-4	-2	0	1.9	10	-7	i	3	-0.5	-6
47	CNc1nc(-c2c(C)[nH]c3ccc(OC)cc23)cs1	-2	-1	2	-2.2	-6	0	i	9	-0.2	-7
48	COc1cccc(CNC(=O)CN(C)S(=O)(=O)c2cccc3cccnc23)c1	1	7	-5	0.0	-12	-10	i	2	0.1	0
49	COc1cccc(OC)c1C(=O)NCCNc1nc2cc(C)cc(C)c2cc1C#N	nt	nt	nt	0.4	0	13	nt	1	0.6	nt
50	CCCCn1c(N)c(N(CC(C)C)C(=O)c2ccc(OCC3CCCO3)cc2)c(=O)[nH]c1=O (centres undefined)	-6	-2	4	-0.3	-4	1	i	2	-0.6	4
51	COc1cc(/C=C2/SC(=S)N(CC3CCCO3)C2=O)ccc1O (centres undefined)	-13	-3	-1	3.0	8	-118	i	-58	0.3	-13
52	O=C(O)CCc1ccc(-c2ccccc2)n1NC(=O)c1ccco1	-6	1	7	-0.3	39*	-8	i	2	-0.7	4
53	CCc1ccc2nc(NC(=O)CN3C(=O)NC4(CCCC4)C3=O)sc2c1	9	0	4	0.1	6	0	i	6	-0.3	-1
54	CCCCn1c(N)c(N(CC(C)C)C(=O)CN(C)S(=O)(=O)c2ccc(C)cc2)c(=O)[nH]c1=O	-1	-5	2	-1.5	-2	6	i	0	-0.4	1
55	COc1cc([N+](=O)[O-])cc2sc(NC(=O)C(C)(C)C)nc12	2	-3	-1	0.0	5	-16	i	-22	-0.3	3
56	COc1ccccc1NC(=O)CSc1nccc(=O)[nH]1	-4	14	-7	0.8	14	0	i	2	-0.3	1
57	CCN(c1ccccc1)c1nc(Cl)nc2c1cnn2C	-10	0	2	-0.9	8	12	i	1	-0.1	0
58	O=C(CSC(=S)N1CCOCC1)c1ccccc1	-5	-2	-3	-1.2	7	-8	i	1	0.2	0
59	O=C(NC(=S)Nc1ccc2oc(=O)ccc2c1)c1ccco1	-7	0	1	0.0	0	20	i	-9	-0.3	-1
60	O=C(O)c1cc2cccc(S(=O)(=O)N3CCCCC3)c2cc1O	-5	5	-13	-0.5	8	3	nt	-14	0.1	0
61	O=C(NCC1CCCO1)c1ccccc1S(=O)(=O)c1ccc([N+](=O)[O-])cc1 (centres undefined)	-5	0	5	-0.1	3	-3	i	-29	-0.3	-2
62	CC(C)C(OC(=O)c1ccco1)C(=O)NC1CCCCC1 (centres undefined)	5	1	0	0.0	-6	-8	i	-2	-0.7	-1
63	O=c1c(-c2cccc([N+](=O)[O-])c2)[n+]([O-])c2ccccc2n1O	-7	-2	-4	0.0	2	-5	i	-22	-0.8	0
64	OC1CCCN(C(=S)NCc2ccccc2)C1 (centres undefined)	-8	-1	-5	-0.5	10	17	i	3	0.0	-5
